Assay outcomes: PubChem, Johns Hopkins Ion Channel Center
Kir21 inh: inhibitors of mouse Kir2.1 inward-rectifier potassium channel | P35561 | HEK293-Kir2.1, FluxOR thallium flux fluorescence; active compounds read low | actives 0.85% (n = 310,000) | AID 1672 | B-score at 10 µM;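 active = fluorescence ratio B-score at or below minus 3 SD of library scores, with starting-brightness B-score within 2 SD, cut at about -4.2 in these data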;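 note: channel flux triggered by added potassium and thallium sulfate stimulus; B-score of peak minus minimum fluorescence over baseline after thallium stimulus; more negative B-score means stronger Kir2.1 block with less thallium influx; some compounds called inactive have numbers as strong as hits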
KCNQ2 block: KCNQ2 potassium channel inhibitors, primary screen, cell-based, CHO-K1, FluxOR thallium flux, B-score (AID 2156); 20 min; active compounds read low; actives 1.1% (n = 310,000); B-score at 10 µM;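 active = fluorescence ratio B-score at most minus 3 library SDs, with starting brightness B-score within 2 library SDs, cut at about -5.5 in these data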
Target sequence (O88943 whole entry, looked up): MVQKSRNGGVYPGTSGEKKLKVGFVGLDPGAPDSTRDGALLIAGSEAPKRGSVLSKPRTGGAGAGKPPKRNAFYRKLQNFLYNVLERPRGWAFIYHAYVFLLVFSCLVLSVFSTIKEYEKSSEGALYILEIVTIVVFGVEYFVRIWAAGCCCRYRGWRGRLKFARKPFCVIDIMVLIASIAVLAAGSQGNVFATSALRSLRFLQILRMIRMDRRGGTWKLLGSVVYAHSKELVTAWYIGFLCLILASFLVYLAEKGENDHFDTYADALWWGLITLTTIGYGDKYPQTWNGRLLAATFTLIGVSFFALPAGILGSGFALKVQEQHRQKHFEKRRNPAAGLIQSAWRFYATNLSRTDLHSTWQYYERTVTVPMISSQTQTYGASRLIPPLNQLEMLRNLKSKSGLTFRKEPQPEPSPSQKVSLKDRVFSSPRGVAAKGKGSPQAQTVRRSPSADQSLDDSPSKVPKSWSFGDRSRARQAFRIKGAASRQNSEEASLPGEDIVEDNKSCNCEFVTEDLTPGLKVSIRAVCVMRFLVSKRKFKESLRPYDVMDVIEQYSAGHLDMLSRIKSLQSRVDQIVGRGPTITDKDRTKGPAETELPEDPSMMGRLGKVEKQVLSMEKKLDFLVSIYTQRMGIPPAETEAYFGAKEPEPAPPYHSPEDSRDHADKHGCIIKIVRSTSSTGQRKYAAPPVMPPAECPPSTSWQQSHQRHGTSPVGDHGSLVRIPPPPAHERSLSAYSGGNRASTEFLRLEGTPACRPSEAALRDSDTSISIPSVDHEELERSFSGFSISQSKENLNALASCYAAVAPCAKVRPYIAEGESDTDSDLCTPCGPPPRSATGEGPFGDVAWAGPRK
* = called active by the depositor; i = inactive.

SMILES	Kir21 inh	KCNQ2 block
COc1ccc(-c2cc3ccccc3oc2=O)cc1NC(=S)NC(=O)c1ccc2c(c1)OCCO2	0.67	i
C=CCC(C#Cc1ccccc1)N(C)C (stereo unspecified)	-0.73	i
Cc1ccc(N(CC(N)=O)C2SC(=O)N(Cc3ccccc3)C2=O)cc1 (stereo unspecified)	1.2	i
Cc1ccc(CN/C=C/C(=O)c2ccc(Br)cc2)cc1	-0.17	i
CCCCc1c(C)nc(Nc2ccc(OC)cc2)[nH]c1=O	0.92	i
O=C(c1ccccc1)N1CCN(c2ccc(NCc3ccc4c(c3)OCO4)cc2)CC1	0.68	i
C=CCN1CC(=O)N2Cc3[nH]c4ccccc4c3C[C@H]2C1=O	2	i
Fc1ccc(-c2csc(=S)[nH]2)cc1	0.82	i
Cc1ccc(NC(NC(=O)c2ccccn2)C(Cl)(Cl)Cl)cc1 (stereo unspecified)	-0.5	i
COC(=O)C1CCN(C(=O)NC(C)(C)C)CC1	0.39	i
C=CCc1cccc(OC)c1OCCOCCNCCO	-1.2	i
COC(=O)C1=C(C)N2C(=O)CSC2=NC1c1ccc2c(c1)OCO2 (stereo unspecified)	1	i
COc1ccc(-n2nc3c(c2NC(=O)COc2cccc(OC)c2)CS(=O)(=O)C3)cc1	0.34	i
CCCN=C(C)c1c(-c2ccccc2)[nH]n(-c2nc3ccccc3s2)c1=O	-0.11	i
COc1ccc(C(C)NC(=O)C2CCCO2)cc1OC (stereo unspecified)	0.98	i
Cc1ccc(Cl)cc1NC(=O)CCC(=O)O	-0.65	i
CN1CCN(S(=O)(=O)c2cccc(C(=O)Nc3nccs3)c2)CC1	-0.05	i
CC(=O)COc1cc2c(-c3cc4ccccc4o3)cc(=O)oc2cc1C	-1.7	i
CC(C)C(NC(=O)/C=C/c1ccc(F)cc1)C(C)C	-0.01	i
COc1ccccc1CNC1CCN(Cc2ccccc2)CC1	-1.1	i
COc1cccc(C2SCC(=O)N2c2ccc(Br)cc2)c1OC (stereo unspecified)	-2.3	i
CCCCN(C)C(=O)C1CCC(CNS(=O)(=O)c2ccc3c(c2)CC(C)N3C(C)=O)CC1 (stereo unspecified)	-0.01	i
CCN(CC)CCN(Cc1cc2cc3c(cc2[nH]c1=O)OCCO3)C(=S)NC	0.02	i
Cc1ccc(N2C(=O)c3ccccc3C2Nc2ccccc2F)nc1 (stereo unspecified)	-1.6	i
CS(=O)(=O)c1ccc(Cl)c(C(=O)O)c1	0.08	i
Continuation:
SMILES	Kir21 inh	KCNQ2 block
COc1ccccc1C(=O)NC(=O)CSc1nnc(C)s1	-0.81	i
Cc1ccc(NC(=O)C2(c3ccccc3)CCOCC2)c([N+](=O)[O-])c1	0.23	i
CC(C)(C)C1=C[C@@H](CO)C[C@@H](CO)C1	-0.36	i
Cc1nc2scc(C)n2c(=O)c1S(=O)(=O)N1CCN(c2ccc(F)cc2)CC1	0.86	i
Cc1cc(OCC(=O)NC2CC(C)(C)NC(C)(C)C2)c(C)cc1Br	0.1	i
Cc1[nH]nc2c1C(c1cnn(C)c1)C(C#N)=C(N)O2 (stereo unspecified)	-0.03	i
CCCCC1C2C(=O)N(c3ccc(C)cc3)C(=O)C2ON1c1ccccc1 (stereo unspecified)	-1.9	i
CCOC(=O)c1nn(-c2cccc(C)c2)cc1C(=O)c1ccccc1	-0.01	i
Cn1c(=O)n(C)c2cc(/C=N/NC(=S)NCc3ccccc3)ccc21	-0.68	i
CNC(=O)c1ccc(NC(=O)c2cccc(C(F)(F)F)c2)cc1	0.31	i
Cc1c(C(=O)N/N=C/c2ccccn2)nnn1-c1nonc1N	0.56	i
c1ccc(Nc2nc(N3CCNCC3)nc(N3CCOCC3)n2)cc1	-1	i
O=C(NC1CCCC1)C(c1ccco1)N(C(=O)c1ccco1)c1ccc(F)cc1 (stereo unspecified)	0.91	i
Cc1ccccc1C(=O)Nc1ccc2c(C#N)c3nc4ccccc4nc3n2c1	-0.56	i
COc1ccccc1N1C(=O)c2ccc(C(=O)Nc3cccc(C(C)=O)c3)cc2C1=O	-0.47	i
CCc1ccc2oc(-c3ccc(N)cc3)nc2c1	2.7	i
CCOc1c(Nc2cccc(Cl)c2)c(=O)c1=O	-1.3	i
S=c1[nH]nc(-c2ccc3ccccc3n2)n1-c1ccccc1Cl	-1.1	i
Cc1cc(C)n(CCn2nc(C)cc2C)n1	-0.05	i
CCn1ccnc1CN(C)Cc1cn(-c2ccccc2)nc1-c1ccc(OC)cc1F	-0.74	i
CC1(C)CC(NC(=O)c2ccc3c(c2)OCO3)CC(C)(C)N1	-0.09	i
COC(=O)c1ccc(C(=O)Nc2nnc(-c3cccnc3)o2)cc1	-3.8	i
O=C(NCc1ccccc1Cl)C(=O)NCC1CCCN1S(=O)(=O)c1cccs1 (stereo unspecified)	-0.59	i
C=C(C)Cn1c(-c2ccccc2)nc2ccccc21	-1.9	i
CN1c2ccccc2Oc2nnc(N3CCN(Cc4ccccc4)CC3)cc21	-2	i
Next structures:
SMILES	Kir21 inh	KCNQ2 block
O=C(NCc1ccc(OC(F)(F)F)cc1)c1ccc2c(c1)S(=O)(=O)c1ccccc1C2=O	-0.45	i
CCOC(=O)C1=C(C)OC(N)=C(C#N)C1c1cc(SCC)oc1C (stereo unspecified)	-1.3	i
CN(c1ccccc1)c1ccc(/C=C(\C#N)c2nnc3n2CCCCC3)cc1[N+](=O)[O-]	-2.4	i
CC(=O)N1[C@H](C)C=C[C@]1(Cc1ccccc1)C(=O)NCCN1CCOCC1	-0.91	i
N=C1c2ccccc2CN1NC(=O)c1cccc(S(=O)(=O)N2CCCCC2)c1	0.01	i
c1ccc(-c2nnc(-c3ccncc3)nc2-c2ccccc2)cc1	-0.1	i
Cc1cc(=O)oc2cc(NC(=O)CN3C(=O)NC(C)(c4ccccc4)C3=O)ccc12 (stereo unspecified)	-0.04	i
O=C(COC(=O)c1ccc2ccccc2c1)NCCCc1ccccc1	1.8	i
CCn1c(C(=O)N2CCC(C(=O)N3CCN(c4ccccn4)CC3)CC2)cc2sccc21	0.23	i
CCOc1ccc(CCNC(=O)CSc2cc(=O)n(C)c3ccc(Cl)cc23)cc1OCC	-1.1	i
O=C(C1CCCN(c2ncnc3c2nc2n3CCCCC2)C1)N1CCN(c2ccccc2)CC1 (stereo unspecified)	2	i
O=C(NCc1ccco1)C12CC3CC(CC(C3)C1)C2	-0.02	i
Cc1ccc(NC(=S)N/N=C2\CC3CC=CC23)c(C)c1 (stereo unspecified)	-0.51	i
Cn1c(=O)n(C)c2cc(N3CCOCC3)c(NC(=O)c3cccc(Cl)c3)cc21	2.2	i
Cc1cccc(/C=N/N(CCO)C2=NS(=O)(=O)c3ccccc32)c1	-1.6	i
COc1ccccc1Nc1nc2ccc(C)cc2cc1C#N	0.28	i
COC(=O)C1=C(C)N(c2ccc(OC)cc2)C(C)=C(C(=O)OC)C1c1ccccc1	0.28	i
OCCN(Cc1ccccc1)Cc1cccc(F)c1	-1.3	i
CC(=O)OC[C@H]1O[C@@H](O/N=C/C[C@@H]2C=C[C@H](OC(C)=O)[C@@H](COC(C)=O)O2)[C@H](OC(C)=O)[C@@H](OC(C)=O)[C@@H]1OC(C)=O	0.14	i
COc1cc(C(=O)NCc2nc(C)cs2)ccc1OC1CCN(C(C)=O)CC1	1.8	i
CCOC(=O)c1sc(=S)n(-c2ccc3c(c2)OCO3)c1N	-1.8	i
FC(F)(F)c1ccc(NC(=S)NC2CCCCC2)cc1	0.71	i
CCOC(=O)c1ccc(NC(=O)c2c(N)n(Cc3ccccc3)c(=O)[nH]c2=O)cc1	1.9	i
CN(C)S(=O)(=O)c1cccc(NC(=O)COC(=O)c2cc(=O)c3ccccc3o2)c1	-1.4	i
O=C1CN(C(=O)c2cccc([N+](=O)[O-])c2)CC(=O)N1	-0.59	i

The final 2 compounds of the section before are carried over, then new ones follow:
SMILES	Kir21 inh	KCNQ2 block
CN(C)S(=O)(=O)c1cccc(NC(=O)COC(=O)c2cc(=O)c3ccccc3o2)c1	-1.4	i
O=C1CN(C(=O)c2cccc([N+](=O)[O-])c2)CC(=O)N1	-0.59	i
COc1cc(/C=C2\SC(=Nc3ccc(Cl)c(C(=O)O)c3)NC2=O)c(Br)c(Br)c1O	-9.2	i
COc1cccc2oc3ccc(C#Cc4ccccn4)cc3c(=O)c12	1	i
COC(=O)c1c(SCc2cccc3ccccc23)nc(=O)[nH]c1C	0.87	i
Cc1sc2nc(CN(Cc3cccs3)C(=O)NC3CCCCC3)[nH]c(=O)c2c1C	0.83	i
N#Cc1c(NC(NC(=O)c2ccco2)C(=O)c2ccccc2)sc2c1CCCC2 (stereo unspecified)	-0.63	i
O=C1CC(N2CCN(c3ncccn3)CC2)C(=O)N1CCc1ccccc1 (stereo unspecified)	-0.41	i
Cc1ccc(C2c3c(oc4ccccc4c3=O)C(=O)N2c2nncs2)cc1 (stereo unspecified)	0.52	i
Cc1ccccc1-n1c(SCC(=O)O)nc2sc3c(c2c1=O)CCCC3	-1	i
O=C(O)CCC(=O)N1CCc2cc(S(=O)(=O)NC3CCCC3)ccc21	-0.42	i
COc1ccc(C(CNc2ccc(C(F)(F)F)cn2)N(C)C)cc1OC (stereo unspecified)	-1.6	i
O=C(Cn1cc(C(F)(F)F)ccc1=O)N/N=C/c1ccc(F)cc1	2.4	i
O=C(CCS(=O)(=O)c1ccc(Br)s1)NCc1ccc2c(c1)OCO2	0.2	i
Cc1sc2nc(SCc3nc(-c4cccs4)no3)n(-c3ccccc3)c(=O)c2c1C	-0.72	i
Cc1ccc(CNC(=O)CC2(CC3=NS(=O)(=O)c4ccccc4N3)CCCC2)cc1	0.59	i
COc1ccc(-c2cn3cccnc3n2)cc1F	0.98	i
c1ccc2sc(Sc3ncnc4sccc34)nc2c1	0.27	i
CCOc1cc(Br)ccc1S(=O)(=O)NCc1ccccc1	-1.2	i
N#Cc1ccc(OCC(O)CS(=O)(=O)c2ccccc2)cc1 (stereo unspecified)	-0.26	i
CCOC(=O)/C=C/C(=O)OCC(=O)Nc1ccc([N+](=O)[O-])cc1	-0.15	i
COc1cc2c(cc1NC(=O)Nc1ccccc1)oc1ccccc12	1.9	i
O=C(Nc1ccccc1)O/N=C1\CCCCC1c1ccc([N+](=O)[O-])cc1[N+](=O)[O-] (stereo unspecified)	-0.84	i
Cc1ccc(/C=N/NC(=O)CSc2nc3ccccc3n2Cc2ccc(Cl)cc2)o1	1.4	i
O=C(CN1C(=O)c2ccccc2C1=O)Nc1nnc(C2CCCO2)s1 (stereo unspecified)	-1.3	i
CCCCCc1nnc(NC(=O)CN2C(=O)C3CCCCC3C2=O)s1 (stereo unspecified)	0.03	i
COc1ccc(C(=O)NCCNc2nc3ccc(C)cc3cc2C#N)cc1	-0.11	i
More entries follow.
SMILES	Kir21 inh	KCNQ2 block
COc1ccc(NC(=O)Cn2cnc3ccccc3c2=O)cc1OC	0.6	i
Cc1ccc(O)c(-c2cc(-c3ccccc3C)[nH]n2)c1	0.84	i
O=C(COc1ccc(Cl)cc1)c1ccc(O)cc1O	-0.14	i
O=C(NC1CCN(C(=S)NCc2ccco2)CC1)c1cccc(F)c1	0.91	i
CC(C)CC(=O)Nc1nc(-c2ccc(S(=O)(=O)N3CCOCC3)cc2)cs1	0.74	i
CC1C(=O)N2CCCc3cc(NC(=O)c4ccccc4Br)cc1c32 (stereo unspecified)	-0.72	i
Cc1ccc(Nc2nc(N)nc(CSc3nnnn3-c3ccccc3)n2)cc1	-0.26	i
O=C(CN1CCCCC1)N/N=C/c1ccc(Cl)cc1Cl	-0.04	i
CCC(C)[C@H](NC(=O)NCc1cccnc1)C(=O)OC (stereo partly specified)	-0.17	i
Cc1ccc(-c2ccc(SCC(=O)N3CCCc4ccccc43)nn2)cc1	-0.04	i
Cc1ccc(NC(=O)CNC(=O)c2ccc3c(c2)OCO3)nc1	-1.1	i
CCC(=O)Nc1cccc(NC(=S)NC(=O)c2cc3ccccc3o2)c1	-0.17	i
CCOC(=O)C1=C(COC(=O)CCOc2ccccc2C)NC(=O)NC1C (stereo unspecified)	-0.22	i
COCCNC(=O)Cn1c(=O)oc2cc(S(=O)(=O)N3CC(C)CC(C)C3)ccc21 (stereo unspecified)	-0.88	i
Cc1ccc(C)c(NC(=O)CN(C)C(=O)c2ccc(-c3cccc(C(F)(F)F)c3)o2)c1	-1.1	i
CC(C)OC(=O)c1ccc(OC(=O)c2cccnc2)cc1	1.1	i
Cc1nn(C(C)C(=O)N2CCCCC2)c(=O)c2c1sc1ccccc12 (stereo unspecified)	0	-8.9*
COC(=O)/C=C1\SC(N2CCOCC2)=C(c2ccc(OC)cc2)C1=O	1.1	i
CCC(=O)Nc1ccc(NC(=S)Nc2ccccc2)cc1	-0.03	i
Oc1ccc(/C=N/n2c(COc3ccccc3)n[nH]c2=S)c(O)c1	1.2	i
CN(C)c1ccc(S(=O)(=O)NCC(=O)NCC2CCCCC2)cc1[N+](=O)[O-]	-1.4	i
FC(F)(F)c1cccc(NC(=S)Nc2cccc(Cl)c2)c1	-1.6	i

Record cards, from the list above. Values in the order: Kir21 inh | KCNQ2 block
CC1C(=O)N2CCCc3cc(NC(=O)c4ccccc4Br)cc1c32 (stereo unspecified) in the list: -0.72 | i
COCCNC(=O)Cn1c(=O)oc2cc(S(=O)(=O)N3CC(C)CC(C)C3)ccc21 (stereo unspecified) in the list: -0.88 | i
Cc1nn(C(C)C(=O)N2CCCCC2)c(=O)c2c1sc1ccccc12 (stereo unspecified) in the list: 0 | -8.9*
Oc1ccc(/C=N/n2c(COc3ccccc3)n[nH]c2=S)c(O)c1 in the list: 1.2 | i
COc1ccc(NC(=O)Cn2cnc3ccccc3c2=O)cc1OC in the list: 0.6 | i

A section from the list above, as a working copy:
SMILES	Kir21 inh	KCNQ2 block
COc1ccc(NC(=O)Cn2cnc3ccccc3c2=O)cc1OC	0.6	i
Cc1ccc(O)c(-c2cc(-c3ccccc3C)[nH]n2)c1	0.84	i
O=C(COc1ccc(Cl)cc1)c1ccc(O)cc1O	-0.14	i
O=C(NC1CCN(C(=S)NCc2ccco2)CC1)c1cccc(F)c1	0.91	i

Not a hit list (roughly 1.8% active in at least one column).
